OPRM1-OPRD1 inv = mu-delta opioid heterodimer inverse agonism | AID 504357 | cell-based MOR-DOR heterodimer luminescence | hit rate 0.21% among 340,000 | inhibition, % at 9.3 µM | P35372+P41143; in the data active = inhibition above about 22%, passing the limit was not always enough;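 also: 0% = cells with DMSO and 100% = wells without cells with DMSO; values of inactives mirror those of a sister screen read the other way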
PfHsp90 set2 = growth inhibition of yeast expressing Plasmodium Hsp90; AID 504621; hit rate 0.32% among 310,000; S. cerevisiae expressing PfHsp90, BacTiter-Glo ATP, 48 h; yeast lacking PDR1 and PDR3 efflux regulators; inhibition, % at 9.4 µM;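 active = every replicate shows inhibition above about 80%, whatever the replicate mean, limit read from the data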;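 also: 0% = DMSO neutral controls and 100% = 20 µM radicicol positive controls; yeast relying on Plasmodium falciparum Hsp90 in place of its own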
PKA-R1A act = PKA-R1A complex activation. P00514+P68181. PKA-R1A dissociation, Cy5-IP20 fluorescence polarization; scaled: DMSO 0%, 113 µM cGMP 100%. hit rate 0.083% among 340,000. activation, % at 11.4 µM;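 active = percent activation above the mean of all tested compounds plus 3 SD, cut at about 19% in these data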;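 also: higher means more PKAc released from R1A so a rise in polarization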
AddAB inh = less growth of phage-infected E. coli with AddAB. E. coli expressing H. pylori AddAB, absorbance growth. inhibition, % at 11.9 µM. hit rate 0.29% among 330,000; in the data active = inhibition above about 12%;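 also: 0% = vehicle wells of infected cells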
E coli growth = reduces bacterial viability in AddAB counter-screen; E. coli V3065 growth, OD600 absorbance, 18 h; inhibition, % at 11.9 µM; hit rate 0.27% among 330,000;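 active = inhibition above the campaign's mean inhibition across all tested compounds plus 3 SD, cut at about 9.9% in these data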;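 also: uninfected addAB+ strain grown without phage in ampicillin broth; 0% = DMSO wells and 100% = ciprofloxacin 0.95 µg/ml wells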
phage Ecoli inh = E. coli growth loss with phage present; growth absorbance; inhibition, % at 11.9 µM; hit rate 0.26% among 360,000; in the data active = inhibition above about 11%
MOR-DOR ag = OPRM1-OPRD1 heterodimerization agonism. activation, % at 9.3 µM. AID 504326. hit rate 0.3% among 340,000. cells, luminescence. P35372+P41143; in the data active = activation above about 18%;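 also: 0% = vehicle-treated cells and 100% = reference agonist; values of inactives mirror those of a sister screen read the other way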
Arr AP2 block = inhibitors of human beta-arrestin and AP2 interaction; FITC-arrestin peptide / GST-AP2 beads, flow cytometry; AP2 beta2 appendage carries R879A mutation; inhibition, % at 10 µM; hit rate 0.31% among 340,000; AID 504490;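 active = inhibition above a set limit, near 3 SD of compounds lacking own fluorescence, cut at about 54% in these data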;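 also: plate controls were DMSO wells for no effect and 5 µM unlabelled arrestin peptide for full effect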
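test system = AP2 appendage R879A on GSH beads | buffer or medium = PBS plus Tween 20 (0.05%) and BSA (0.1%) | incubation = 12 min plus 1 h, RT | detection = bead flow cytometry, FITC channel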
SUMO Mot1 rescue = SUMOylation pathway inhibition by Mot1-301 growth rescue | S. cerevisiae Mot1-301 growth rescue, ATP luminescence, 38.5C; percent above DMSO median, 100 means doubled | growth rescue, % at 18.8 µM | hit rate 1% among 320,000 | AID 2716;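 active = every valid replicate shows activation above 250% relative to neutral control wells; inactive = the rest, any valid replicate at or below 250%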;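 also: OY570 slx delta 5 strain wells were the positive control but not used for scaling; some compounds called inactive have numbers as strong as hits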
Pemphigus Ab inh = inhibitors of pemphigus antibody binding to human desmoglein-3. P32926. DSG3-coupled beads, scFv-anti-DSG3-GFP binding, flow cytometry; active compounds read low. binding (percent of control), % at 10 µM. hit rate 0.48% among 310,000;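 active = binding more than 3 SD below its plate's average and above zero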;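 also: hits lower antibody fragment binding to DSG3; some compounds called inactive have numbers as strong as hits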
Target sequence (P32926 whole entry, looked up, the tested form may be a part): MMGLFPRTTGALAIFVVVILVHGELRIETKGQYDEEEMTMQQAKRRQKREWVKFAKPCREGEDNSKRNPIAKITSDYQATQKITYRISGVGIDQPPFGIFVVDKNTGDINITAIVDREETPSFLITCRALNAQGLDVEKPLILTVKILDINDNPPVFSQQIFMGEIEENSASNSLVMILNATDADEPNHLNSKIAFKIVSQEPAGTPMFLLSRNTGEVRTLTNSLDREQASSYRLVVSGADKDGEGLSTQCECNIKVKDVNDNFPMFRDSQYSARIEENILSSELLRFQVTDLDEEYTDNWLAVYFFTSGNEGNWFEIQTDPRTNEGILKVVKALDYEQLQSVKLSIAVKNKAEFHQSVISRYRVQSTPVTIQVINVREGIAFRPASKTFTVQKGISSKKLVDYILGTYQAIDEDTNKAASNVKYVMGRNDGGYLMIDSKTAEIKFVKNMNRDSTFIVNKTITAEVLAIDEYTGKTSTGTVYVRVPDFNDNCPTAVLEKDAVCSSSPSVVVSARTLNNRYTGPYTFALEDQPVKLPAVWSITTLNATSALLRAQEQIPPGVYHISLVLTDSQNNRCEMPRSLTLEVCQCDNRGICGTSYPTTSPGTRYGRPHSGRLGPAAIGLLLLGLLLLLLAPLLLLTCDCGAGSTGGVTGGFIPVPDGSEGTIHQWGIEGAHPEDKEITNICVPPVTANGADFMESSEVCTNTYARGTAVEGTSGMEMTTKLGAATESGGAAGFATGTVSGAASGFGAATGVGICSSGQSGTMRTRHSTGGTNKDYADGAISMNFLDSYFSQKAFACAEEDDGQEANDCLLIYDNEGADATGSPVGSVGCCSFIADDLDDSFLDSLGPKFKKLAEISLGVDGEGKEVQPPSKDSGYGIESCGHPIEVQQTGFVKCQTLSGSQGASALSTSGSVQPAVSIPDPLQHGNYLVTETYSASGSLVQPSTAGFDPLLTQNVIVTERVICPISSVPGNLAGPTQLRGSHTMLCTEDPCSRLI
Tat export inh = E. coli Tat transport inhibition; E. coli MC4100 TorA-mCherry Tat export, fluorescence; hit rate 0.036% among 340,000; inhibition, % at 10 µM;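 active = mean replicate inhibition at least 50% and at least half of replicates individually reaching 50%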;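 also: exported cargo escapes ClpAP degradation while cytoplasmic cargo is degraded and loses fluorescence; 0% = median of neutral control wells and 100% = median of NaSCN control wells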
The depositor's hits bear a star; . = no result given. No enrichment for hits, and some 2.8% of all compounds hit somewhere here.

#	smiles	OPRM1-OPRD1 inv	PfHsp90 set2	PKA-R1A act	AddAB inh	E coli growth	phage Ecoli inh	MOR-DOR ag	Arr AP2 block	SUMO Mot1 rescue	Pemphigus Ab inh	Tat export inh
1	Cc1ccc(N2C(=O)C3C4C=CC(CNC(=S)Nc5cccc(Cl)c5)(O4)C3C2=O)cc1 (centres undefined)	6	105*	-9	1.8	-1.0	3.8	-1.1	4	112	124	7
2	COc1ccc(NC(=O)COC(=O)c2c(-c3ccccc3)noc2C)cc1	3	-19	6	-1.7	-2.1	2.9	-0.6	6	18	106	-3
3	CCCc1nnc(-c2cc(OC)c(OC)c(OC)c2)o1	8	-1	-9	-0.2	-0.8	3.4	-1.5	-17	-2	102	-9
4	C[C@@H]1CN([C@H](C)CO)C(=O)c2cc(NC(=O)Nc3ccc(C(F)(F)F)cc3)ccc2O[C@H]1CN(C)S(=O)(=O)c1ccc(Cl)cc1	3	-36	4	0.3	-1.1	4.4	-0.6	-7	-3	108	-13
5	COc1cccc(C(=O)Nc2nc(-c3ccc4c(c3)OCO4)cs2)c1	-3	-3	1	3.7	-1.9	3.1	0.6	14	42	100	6
6	C=CCOc1ccccc1NC(=O)CN1C(=O)CNC1=O	4	12	-3	0.5	2.0	0.9	-0.6	-2	15	.	-3
7	COCCn1c(SCc2nc(N)nc(Nc3ccccc3C)n2)nc2ccccc2c1=O	-6	10	-4	-0.5	0.9	.	1.0	5	4	98	5
8	CCCOc1ccc(C2C3=C(CCCC3=O)N(CC(=O)O)C3=C2C(=O)CCC3)cc1OCC	12	9	-4	-1.7	-0.6	2.9	-2.5	36	13	111	-2
9	COc1cc(=O)[nH]c(=O)n1CC(=O)c1ccccc1	0	-18	-2	-1.1	0.0	2.2	0.1	3	13	.	-6
10	Cc1ccc(NC2CCCN(C(=O)c3cnsn3)C2)cc1C (centres undefined)	15	4	4	1.7	-1.4	1.3	-2.9	7	4	.	-2
11	C=CCOc1ccccc1CN(C(=O)CCl)c1ccc2c(c1)OCO2	-240	-24	-1	0.6	-0.2	0.1	45*	-3	5	108	6
12	C=C(C)Cn1c(CCNC(=O)C(C)C)nc2ccccc21	7	-7	-4	1.8	-0.1	2.2	-1.2	0	8	104	-14
13	COc1cccc(C(=O)Nc2cc(C(=O)NCCc3ccccc3)ccc2Cl)c1	-13	.	-7	-0.2	-3.2	0.5	2.2	-7	-6	101	-4
14	COc1ccc(N(CC(=O)NC2CCCC2)C(=O)Cn2nnc(-c3ccc(OC)c(OC)c3)n2)cc1	7	18	-13	4.1	-1.1	3.1	-1.3	15	-4	109	0
15	Cc1ccc(S(=O)(=O)CCC(=O)Nc2ccc(F)cc2)cc1	5	-29	4	-0.2	-0.2	3.2	-1.0	4	-3	98	18
16	CCOc1ccc(NC(=O)c2nnn(CC(=O)Nc3ccccc3OC)c2N)cc1	4	-23	6	-0.3	-0.9	2.2	-0.6	3	266	.	0
17	Cc1ccn2cc(-c3cccc(S(=O)(=O)N4CCCCC4)c3)nc2c1	-2	-7	4	0.2	-0.7	0.8	0.4	-4	-14	.	6
18	O=C(Nc1ccc[n+](CC(=O)c2cccc3ccccc23)c1)c1ccccc1	0	4	-6	2.6	0.5	4.9	0.0	6	56	107	21
19	COc1cnc(-c2ccccn2)nc1Oc1ccc(Cl)cc1	10	-6	3	2.3	-5.2	-1.1	-1.9	10	-8	104	-6
20	CC1CN(Cc2cnc(Cl)s2)CC(C)O1 (centres undefined)	14	-15	10	.	.	2.6	-2.9	21	.	95	4
21	CCCn1nnc(NC(=O)Cc2ccccc2)n1	10	-11	11	0.8	-2.6	1.5	-1.7	0	1	111	6
22	CCOC(=O)c1c(-c2ccccc2Cl)csc1NC(=O)CSc1nc(C)cc(=O)[nH]1	-2	-7	-7	3.6	-0.7	1.4	0.4	25	-8	101	-2
23	COc1cccc(OC)c1C(=O)Nc1sc2c(c1C(N)=O)CCN(Cc1ccccc1)C2	6	5	-1	-2.1	0.0	0.5	-1.0	-5	0	101	-1
24	Cc1ccc(CN2CC(C(=O)Nc3ccccc3N3CCCC3)CC2=O)cc1 (centres undefined)	4	-3	5	-0.3	2.0	-2.3	-0.7	22	-13	95	2
25	CCn1c(O)c(C(C#N)=C2N=c3ccccc3=N2)c2ccccc21	-14	5	1	-0.3	-1.2	2.9	2.5	1	-12	92	7
26	COc1ccc(S(=O)(=O)N2CCN(C(=O)[C@@H]3CCCN3C(=O)c3cccs3)CC2)cc1	-7	.	-16	.	.	2.2	1.1	-8	.	98	2
27	Cc1ccc(C(=O)NC(C)c2ccccc2)cc1S(=O)(=O)N1CCOCC1 (centres undefined)	11	13	-15	1.3	-1.7	1.2	-1.6	-7	9	103	-6
28	COc1ccc(-n2nnnc2SCC(=O)Nc2ccccc2N2CCOCC2)cc1	18	-25	0	6.1	1.4	3.4	-3.5	34	-3	101	-1
29	O=C1CCCC(O)=C1C=NCCc1ccccc1	12	10	3	-0.5	-1.9	2.0	-2.2	19	33	104	16
30	CCN1/C(=C2/SC(=S)N(C)C2=O)C=Cc2cc(C)ccc21	7	-1	-6	1.7	2.3	0.1	-1.3	42	-12	88	-1
31	O[Si](CCCN1CCCCC1)(c1ccc(F)cc1)C1CCCCC1 (centres undefined)	-21	4	5	-1.9	2.5	2.2	3.8	2	-5	99	3
32	CC1CN(C2=Nc3cccc4cccc2c34)CC(C)O1 (centres undefined)	-11	14	-15	0.5	-0.1	0.1	2.2	12	5	102	-1
33	O=c1c2cc(NC(=S)NCc3cccnc3)ccc2nc2n1CCCCC2	7	.	-7	2.6	1.3	-0.9	-1.4	-9	-27	125	-4
34	COc1cc2cc(CCOC(=O)CCCC(=O)O)oc(=O)c2cc1OC	5	23	-13	-0.1	0.2	0.7	-0.9	30	-19	103	2
35	CC(=O)c1cccc(NC(=O)CN2CCc3cc4c(cc3C2)OCCCO4)c1	0	1	-3	2.9	2.5	2.5	0.0	4	-13	109	-1
36	CC1CCN(S(=O)(=O)c2ccc3ncn(CC(=O)N(C)Cc4ccccc4)c(=O)c3c2)CC1	3	-26	1	-1.2	-2.2	0.5	-0.4	10	309	98	-5
37	Nc1nc2nonc2nc1N1CCCCC1	5	-13	-11	-0.9	0.4	3.0	-1.2	-2	-8	107	-17
38	O=C(CCN1C(=O)c2ccccc2C1=O)C1=NN[C@@H]2C(=O)N(c3ccc4c(c3)OCO4)C(=O)[C@H]12	.	.	.	-1.6	-0.4	1.5	.	-12	1	101	.
39	CCOC(=O)C(C(=O)Nc1nccs1)C1CCCCC1 (centres undefined)	12	-2	-13	0.4	1.7	1.1	-2.1	3	24	109	18
40	COc1ccc(S(=O)(=O)NCC2CCC(C(=O)NCc3ccco3)CC2)cc1 (centres undefined)	11	7	-1	2.3	-3.9	3.2	-2.5	5	-2	102	-7
41	Cc1nc(NC(=O)c2ccco2)sc1-c1csc(Nc2ccc(Cl)cc2Cl)n1	-16	-4	2	3.7	-0.8	2.2	2.8	-3	-14	96	2
42	CCN(CC)S(=O)(=O)c1cccc(NC(=O)CN(C)Cc2cccc(OC)c2)c1	-8	-1	-1	1.4	-2.2	3.1	1.5	-7	-23	103	0
43	O=C(CNC(=O)c1ccccc1)NCCc1nc2ccccc2[nH]1	8	1	-3	2.6	2.3	3.8	-1.5	-3	2	90	5
44	CC(=O)c1cc(N2CCC(C(=O)O)CC2)ccc1[N+](=O)[O-]	.	-14	.	0.5	-2.3	7.3	.	1	7	99	6
45	CCn1nc([N+](=O)[O-])c2c(-c3nc4ccccc4o3)c(N)n(CCCOC)c2c1=O	0	-6	-7	2.0	0.5	-0.2	0.0	36	-8	107	-7
46	Cc1cccc(N=C2NC(=O)CS2)c1	4	-4	-8	-1.9	0.2	2.3	-0.8	4	1	103	-10
47	CCOC(=O)c1c(CN(CC)CC)oc2cc(Br)c(O)cc12	9	-1	-4	-1.5	-2.5	1.5	-1.8	-1	5	95	7
48	CCCCOC(=O)Nc1nnc(C(C)C)s1	5	-35	13	5.5	0.1	5.0	-0.9	-21	-15	102	5
49	O=C(Cn1nnc(-c2ccccc2F)n1)N1CCCCC1	11	-9	-2	-1.1	0.3	2.7	-2.2	7	-13	123	-5
50	COc1ccc(CCNc2ccncn2)cc1OC	5	-8	-6	1.5	-1.4	2.7	-0.9	24	1	.	-7

(list continues)
#	smiles	OPRM1-OPRD1 inv	PfHsp90 set2	PKA-R1A act	AddAB inh	E coli growth	phage Ecoli inh	MOR-DOR ag	Arr AP2 block	SUMO Mot1 rescue	Pemphigus Ab inh	Tat export inh
51	CCOC(=O)c1ccc(NS(=O)(=O)c2ccc3[nH]c(=O)[nH]c3c2)cc1	3	-6	4	-0.2	0.8	3.4	-0.7	24	8	103	1
52	Cc1oc(-c2ccccc2)cc1C(=O)Nc1ccccc1	-18	-7	-2	2.3	1.3	0.4	3.0	21	1	104	-4
53	CC(OC(=O)Cc1c[nH]c2ccccc12)C(=O)Nc1ccc(S(N)(=O)=O)cc1 (centres undefined)	16	.	-5	4.1	-0.9	1.5	-3.1	-12	38	106	2
54	CCn1c(SCC(=O)Nc2nncs2)nnc1C(C)NC(=O)c1ccccc1Br (centres undefined)	10	6	-8	2.8	-2.8	1.4	-1.5	10	-9	.	-10
55	CC1Sc2ccc(S(=O)(=O)CCC(=O)NCc3cccs3)cc2NC1=O (centres undefined)	11	1	-11	2.9	-0.9	2.5	-2.2	7	1	94	-4
56	CC(OC(=O)c1cccc(S(=O)(=O)Nc2cccc(C(F)(F)F)c2)c1)C(=O)Nc1ccc2c(c1)OCCO2 (centres undefined)	12	-17	-7	2.2	-2.5	4.4	-2.3	-17	-12	105	3
57	CCOC(=O)N1CCN(C(=O)c2ccc(NS(=O)(=O)c3ccc(F)cc3)cc2)CC1	2	18	5	-0.2	-1.3	1.1	-0.4	8	.	91	2
58	COc1cccc(/C=C/C(=O)OCC(=O)NCCNC(=O)COC(=O)/C=C/c2cccc(OC)c2)c1	0	17	2	-0.8	-3.2	2.0	0.0	-2	3	.	-5
59	CCCc1ccc(Oc2coc3cc(OCC(=O)Nc4ccccc4C)ccc3c2=O)cc1	-10	-21	1	4.3	0.0	2.5	1.8	-3	-5	92	5
60	Cc1ccc(-c2nc(CSCC(=O)N3CCN(c4ccccn4)CC3)c(C)o2)cc1	5	.	-6	2.7	-1.7	0.6	-1.0	0	41	107	24
61	COc1cccc(C(=O)N2CCN(Cc3nc(CC4CC4)no3)CC2)c1	15	13	-25	1.1	-0.2	-0.8	-2.8	22	36	85	1
62	C(=C\c1ccco1)/c1ccc2ccccc2n1	.	.	.	0.9	0.4	-0.1	.	0	-5	102	.
63	C=CCNc1nc(Cl)nc(Nc2ccc(OC)cc2)n1	6	-3	-2	0.4	-2.6	1.2	-1.1	3	-13	96	-2
64	Cc1sc2ncnc(OCC(=O)N3CC(=O)Nc4ccccc43)c2c1C	-4	.	-10	2.5	0.9	2.8	0.7	-5	.	110	-4

Screening results from PubChem.
